EphA4 KYL inhibition: inhibitors of EphA4 binding to KYL peptide, primary screen, biochemical, colorimetric, mouse EphA4 (AID 689); EphA4-AP binding to KYL peptide, pNPP A405; higher % means a stronger effect; hit rate 0.1% among 62,000; Ephrin type-A receptor 4 (Mus musculus); inhibition, % at 10 µM; hits with a dose series show IC50 in µM; in the data active means a potency from the dose series; inactive means the rest, 99 in 100 with inhibition below about 22%
Starred values were filed as active, the others as inactive.

SMILES	EphA4 KYL inhibition
O=C(Nc1cccc(C(F)(F)F)c1)c1cc2c(=O)c3ccccc3oc2nc1C(F)(F)F	6%
CCOC(=O)CSc1nnnn1-c1cc(OC)c(Cl)cc1OC	-4%
Brc1ccc2c(c1)c(-c1ccccc1)nc1nnnn12	4%
CN(C)C(=O)c1cc2cc([N+](=O)[O-])ccc2s1	-10%
COCCCNC(=O)Cn1ncc2c(=O)oc3ccccc3c21	-11%
COc1cc(CN2CCN(C(=O)CC(C)C)CC2)cc(OC)c1O	-9%
CCn1c(=O)cc(SCC(=O)NCc2cccnc2)c2ccccc21	-3%
CCOc1ccc(NC(=O)Nc2ccc3nccnc3c2)cc1	2%
CC1CCCN(CCCNC(=O)c2coc3nc4ccccc4nc23)C1 (stereo not drawn)	-4%
C=CCn1c(SC2CCOC2=O)nc2sc(CC)cc2c1=O (stereo not drawn)	3%
CCCSc1nc(SCC(=O)NCc2ccccc2)c2c3c(sc2n1)COC(C)(C)C3	8%
CCOC(=O)CSc1nc2c(c(=O)[nH]c(=O)n2C)n1CCc1ccccc1	-5%
CN(C)/C=N/c1ncc(C(=O)c2ccc3ccccc3c2)s1	-5%
COCCOc1cc(N2C(=O)CSCC2=O)c(Cl)cc1Cl	-14%
CC(=O)N1CCN(c2ccc(NCc3ccccc3)cc2)CC1	-18%
O=C1NC(=Nc2ccc(F)cc2)S/C1=C\c1ccco1	28%
COC(=O)c1cc(NC(=O)Nc2cc(OC)ccc2OC)cc(C(=O)OC)c1	5%
CN(C(=O)c1ccc(Cl)c(S(=O)(=O)N2CCOCC2)c1)c1ccccc1C(=O)O	-6%
CCOC(=O)Nc1cc(C(=O)OC)ccc1C	-13%
COc1ccc(-c2nc(C)c(C(C)=O)n2O)cc1	-19%

Pulled one by one from the entries so far (6):
SMILES	EphA4 KYL inhibition
O=C1NC(=Nc2ccc(F)cc2)S/C1=C\c1ccco1	28%
COc1ccc(-c2nc(C)c(C(C)=O)n2O)cc1	-19%
CN(C)/C=N/c1ncc(C(=O)c2ccc3ccccc3c2)s1	-5%
COC(=O)c1cc(NC(=O)Nc2cc(OC)ccc2OC)cc(C(=O)OC)c1	5%
CN(C(=O)c1ccc(Cl)c(S(=O)(=O)N2CCOCC2)c1)c1ccccc1C(=O)O	-6%
CCOC(=O)CSc1nc2c(c(=O)[nH]c(=O)n2C)n1CCc1ccccc1	-5%

Additional entries
SMILES	EphA4 KYL inhibition
CCN(CC)CCN1C(=O)C(=O)/C(=C(/O)c2cnn(-c3ccccc3)c2C)C1c1cccs1 (stereo not drawn)	-9%
Cc1ccc(C(=O)CSc2nnc(-c3cccs3)n2C)o1	-10%
Cc1ccc(NC(=O)CN(c2cccc(Br)c2)S(=O)(=O)c2ccccc2)cc1	28%
COc1ccc(NC(=O)COn2nnc3ccc(Cl)cc32)cc1OC	-28%
Cc1cc(-c2ccccc2)n2ncc(C#N)c2n1	2%
CCOC(=O)c1c(NC(=O)c2nc3n(n2)C(C(F)F)CC(C)N3)sc2c1CCCC2 (stereo not drawn)	-12%
Cc1nnc(-c2ccccc2)nc1N1CCOCC1	-10%
CCn1c(SCC(=O)N2CCOCC2)nnc1-c1cccs1	-10%
Cc1cc(C=Nc2ccccc2)c(O)s1	1%
C=CCn1c(SC(C)C(=O)NCc2ccc3c(c2)OCO3)nnc1C1CCCCC1 (stereo not drawn)	0%
O=S(=O)(Cc1cccc(F)c1)c1c[nH]c2ccccc12	-1%
O=S(=O)(c1ccccc1)c1nc(Nc2ccccc2N2CCOCC2)sc1Cl	-8%
O=C(NCC(=O)N(CCc1ccccc1)C(C(=O)NC1CCCCC1)c1ccncc1)c1ccco1 (stereo not drawn)	-17%
Cc1ccc2[nH]c(=O)c(CN(CCCN3CCOCC3)Cc3nnnn3C3CCCC3)cc2c1	1%
CC1=NNC(=O)/C1=C\c1cn(-c2ccccc2)nc1-c1ccc(Cl)cc1	-22%
CC(=O)Nc1ccc(S(=O)(=O)NC(CC(=O)NCCC2=CCCCC2)C(C)C)cc1 (stereo not drawn)	-4%
O=C1CN(C(=O)C2CC2)c2ccccc2N1	-2%
Cc1ccc(C)c(-n2c(Cc3cc(=O)[nH]c(=O)[nH]3)nnc2SC(C)C)c1	-9%
CCC(=O)Nc1ccccc1C(=O)OCC(=O)c1ccccc1	-19%
CCOc1ccc(CCNC(=O)C2CCCN(c3nnc(-n4cccc4)s3)C2)cc1OCC (stereo not drawn)	-5%
Cc1ccccc1-c1nc(CN2CCC(C(=O)NCC3CCCO3)CC2)c(C)o1 (stereo not drawn)	10%
Cc1cc(C)nc(SCc2nnc(SCC(=O)N3CCCc4ccccc43)o2)n1	-6%
COC(=O)c1oc2ccc(Br)cc2c1NC(=O)CCN1CCOCC1	-31%
O=C(O)c1sc2ccccc2c1Cl	-3%
CC1=C(C#N)C(Nc2ccc(Cl)cn2)(C(F)(F)F)C(=O)N1 (stereo not drawn)	4%
O=C(CN(C1CCCCC1)S(=O)(=O)c1ccc(F)cc1)NCCCO	1%
O=C(c1coc2ccc(O)cc12)C1CC1	-9%
Cc1ccc(-c2noc(=O)n2CC(=O)Nc2ccc(S(=O)(=O)NC3CC3)cc2)cc1	-10%
O=C(Cn1c(=O)oc2cc(S(=O)(=O)N3CCCCCC3)ccc21)NC1CCCCCCC1	3%
O=C1CSC(c2ccccn2)N1Cc1cn2ccccc2n1 (stereo not drawn)	-6%
COc1ccc(C(=O)N/C(=C\c2ccc(-c3cccc([N+](=O)[O-])c3)o2)C(=O)NCCN2CCOCC2)cc1	-12%
COC(=O)C1C(O)=C(C=NC2CCCCC2)C(=O)CC1(C)C (stereo not drawn)	-14%
O=C(Nc1cccc(Cl)c1)Nc1nnc(COc2ccc(F)cc2)s1	-9%
O=C(Nc1ccc(F)c(F)c1)c1cc(S(=O)(=O)N2CCN(c3ccccn3)CC2)ccc1F	-10%
CCN(CC)C(=O)CSc1nnc([C@@H](N)Cc2ccccc2)o1	-4%
Cc1c(C(=O)O)oc2c1C(O)CCC2 (stereo not drawn)	-5%
CCc1ccc(/C=C2/SC(=S)N(CC(=O)Nc3nc4ccccc4s3)C2=O)cc1	15%
CC(C)OC(=O)CCC1(C(=O)O)CCC(=O)NC1 (stereo not drawn)	-9%
Cc1cccc(N(C)S(=O)(=O)c2ccc3c(c2)CCC(=O)N3)c1	5%
COc1ccccc1N1CCN(c2cc(=O)n(-c3ccccc3Cl)c(=O)[nH]2)CC1	24%
CCOC(=O)c1[nH]c(COC(=O)CCOc2ccccc2OC)c(C(=O)OCC)c1C	4%
CCC(CC)c1nc(NCCC(=O)O)c2ccccc2n1	-8%
CC1CCCCN1CCNC(=O)C1CCN(S(=O)(=O)N2CCCCC2)CC1 (stereo not drawn)	-8%
CC1=CC(C)(C)N(S(=O)(=O)c2ccc(C)cc2)c2cc(C)ccc21	-12%
CC(C)(C)C(=O)CSc1nccc(=O)[nH]1	-2%
CC(=O)Nc1nc2c(c3c1c(=O)oc1ccccc13)CCCCC2	8%
c1ccc(Cn2nnc3c(N4CCc5ccccc5C4)ncnc32)cc1	4%
COc1ccc(CCNC(=O)CSc2nnc(-c3cccc(F)c3)o2)cc1OC	-13%
Cn1cccc1Cc1nnc(SCC(=O)N2CCN(c3ccccc3)CC2)n1-c1ccc(F)cc1	11%
Cc1occc1C(=O)NCc1ccccc1	-8%
(more compounds)
SMILES	EphA4 KYL inhibition
O=C(Nc1cccnc1)c1cnc2ccccc2n1	-4%
O=C(CN1C(=O)S/C(=C/c2ccccc2F)C1=O)Nc1ccc(O)cc1	-10%
Cc1ccc(S(=O)(=O)c2cc(N3CCOCC3)nc(-c3ccccc3)n2)cc1	-16%
Cn1c(=O)n(-c2cccc(Cl)c2)c(=O)c2c3c(sc21)COC(C)(C)C3	-14%
CC1(C)Cc2cccc(OCC(=O)Nc3cccnc3Cl)c2O1	-3%
Cc1cccc2cc(=O)[nH]c(C)c12	-14%
CCCCn1c(SCC(=O)NC(=O)NCc2ccco2)nc2cc(S(N)(=O)=O)ccc21	12%
CC1CCCCC1N=CC1=C(O)CC(C)(C)CC1=O (stereo not drawn)	-10%
CCN(CC)S(=O)(=O)c1ccc(C(=O)OCCNC(=O)c2cccnc2)cc1	-20%
COC(=O)C(NC(C)=O)(Nc1nc2ccc(C)cc2s1)C(F)(F)F (stereo not drawn)	-13%
Cc1ccccc1NC(=O)CSc1nc(COc2ccccc2)nc2ccccc12	-4%
CC(=O)N1CCc2cc(S(=O)(=O)NCCC(=O)N3CCN(Cc4ccccc4)CC3)ccc21	-11%
O=c1c2cc(Br)ccc2nc2n1CCCCC2	-11%
CC(=O)NC12CC3CCC(CC(C3)C1)C2	-6%
CCOCC(=O)Nc1ccc2c(c1)OCCO2	-4%
Cc1ccc(/C=C/C(O)=C2/C(=O)N(C)C3(C)CC2c2ccccc2O3)cc1 (stereo not drawn)	-7%
c1nnc(NC2=NCCC2)s1	5%
CCc1ccccc1-n1c(-c2ccncc2)n[nH]c1=S	-2%
Cn1nnnc1SCCOc1ccc(C#N)cc1	-35%
Cc1cc(C)cc(SCc2noc(C(=O)NCC3CCCO3)c2C(=O)O)c1 (stereo not drawn)	-6%
Cc1ccc(NC(=O)NNC(=O)C2CC(c3cccnc3)=NO2)cc1 (stereo not drawn)	2%
COc1ccc(NC(=O)N2CCN(c3cccc(C(F)(F)F)c3)CC2)cc1OC	-14%
Cc1ccc(C(=O)c2c(NC(=O)c3ccccc3)sc(C)c2C)cc1	4%
CNc1ncc(C(=O)c2ccc(Cl)c(Cl)c2)s1	8%
Cc1nnc(NCc2ccncc2)c2ccccc12	6%
O=C1C2C3C=CC(CC3)C2C(=O)N1/N=C/c1ccc(I)o1 (stereo not drawn)	-2%
CCN(CC)C(=O)C1CCC(C)(C(=O)O)C1(C)C (stereo not drawn)	-13%
O=C(N1CCN(c2ccc(F)cc2)CC1)C12CC3CC(CC(C3)C1)C2	-2%
COc1ccc(Nc2nc3ccccc3nc2C)cc1	2%
COc1cc(/C=N/n2c(C)nnc2C)cc(OC)c1OC	-8%
COc1ccccc1CNC(=O)CCNC(=O)Cn1cnc2ccccc2c1=O	-16%
Cc1cc(C)c2c(n1)nn1c(N3CCN(Cc4ccccc4)CC3)cc(C)nc21	-14%
Cc1ccccc1N=C1NC(=O)CS1	0%
CCN(CC)c1ccc(-c2nn3c(-c4n[nH]c5c4CCC5)nnc3s2)cc1	-1%
CCOC(=O)c1c(C)oc2cc(Br)c(OC(=O)c3ccc([N+](=O)[O-])cc3)cc12	-1%
COC(=O)c1cc(=O)n(CCc2ccc(OC)cc2)c(=Nc2ccc(F)c(Cl)c2)s1	3%
Cc1cc(NC(=O)c2ccc(Cl)cc2)ccc1-c1cc2ccccc2oc1=O	-9%
O=C(CCNc1cccc(Cl)c1)c1ccco1	-2%
O=C(CCN1C(=O)c2ccccc2C1=O)Nc1ccc(F)cc1F	-13%
Cc1ccc2oc(-c3cc(NC(=O)C(C)C)ccc3O)nc2c1	9%
O=C(CS(=O)(=O)c1cccc(Cl)c1)Nc1ccccc1Cl	2%
COc1ccc(-n2cnnc2SCC(=O)N(C)C2CCS(=O)(=O)C2)cc1 (stereo not drawn)	-2%
COC(CNS(=O)(=O)c1ccccc1)c1ccccc1 (stereo not drawn)	-26%
Cc1ccc(NC(=O)C(=O)NCCN2CCOCC2)c(C)c1	-29%
CN(C)c1nc(NCc2ccccc2)nc(SCC(=O)Nc2ccccc2)n1	-8%
CC(=O)N1CN(CCCn2ccnc2)Cc2c1sc1c2CCCC1	-4%
CCOC(=O)CC1NC(=O)c2ccccc21 (stereo not drawn)	-27%
Cc1cc2nc(SCc3ccccc3)nc(C)c2cc1C	-3%
O=C(CSc1nc(-c2ccccc2)c(-c2ccccc2)[nH]1)Nc1nccs1	-1%
Cc1cc(N2CCN(C(=O)OC(C)(C)C)CC2)n2ncnc2n1	1%
Next part:
SMILES	EphA4 KYL inhibition
O=C1c2ccccc2C(=O)N1CCCCN(C(=O)c1ccc(Cl)s1)c1ccc(F)cc1F	2%
CC(C)CNC(=S)NC1CCCC1	7%
O=C(CSc1ccc2c(c1)OCCO2)Nc1ccc(Br)cc1	-6%
CCCCn1c(=O)[nH]c(=O)c2c1nc(-c1ccc(C#N)cc1)n2C1CCCC1	-16%
CCC(COC(=O)Nc1cccc(C)c1)NC(=O)OCC(C)C (stereo not drawn)	0%
Cc1ccc(S(=O)(=O)c2nc(NCc3ccc4c(c3)OCO4)sc2Cl)cc1	-10%
Cc1cc([N+](=O)[O-])ccc1NCc1cccc([N+](=O)[O-])c1	-1%
Cc1cc(C)c(C(N)=O)c(NC(=O)Nc2ccccc2Cl)n1	-11%
O=C(Cc1cccs1)Nc1nc2ccccc2s1	-7%
COC(=O)CNc1nc(-c2ccncc2)nc2ccccc12	-4%
COc1ccc(CCNS(=O)(=O)c2ccc3c(c2)CC(C)N3C(C)=O)cc1OC (stereo not drawn)	4%
COc1ccc(C2NC(=O)NC(C)=C2C(=O)Nc2cc(Cl)ccc2C)cc1OC (stereo not drawn)	10%
CCC(CC)C(=O)NCc1ccc2c(c1)cc(C)n2C	-24%
O=C1CCC(=O)N1c1nc2n(n1)C(c1ccccc1)C=C(c1ccc(Br)cc1)N2 (stereo not drawn)	26%
COCc1[nH]nc2c1C(c1c(F)cccc1Cl)C(C#N)=C(N)O2 (stereo not drawn)	2%
O=C(COc1ccc([N+](=O)[O-])cc1)Nc1ccc(C(=O)NCc2cccnc2)cc1	-9%
Cc1cc(C)n2nc(C(=O)NCc3ccccc3)cc2n1	6%
CN(C)c1cccc(NC(=O)Cc2ccc(F)cc2)c1	-1%
O=C(CNC(=O)c1ccco1)OCc1cccc(Cl)c1	0%
C=CCc1ccc(OCCCCCN2CCOCC2)c(OC)c1	2%

In the list so far, seven contain bromine:
SMILES	EphA4 KYL inhibition
Brc1ccc2c(c1)c(-c1ccccc1)nc1nnnn12	4%
Cc1ccc(NC(=O)CN(c2cccc(Br)c2)S(=O)(=O)c2ccccc2)cc1	28%
COC(=O)c1oc2ccc(Br)cc2c1NC(=O)CCN1CCOCC1	-31%
O=c1c2cc(Br)ccc2nc2n1CCCCC2	-11%
CCOC(=O)c1c(C)oc2cc(Br)c(OC(=O)c3ccc([N+](=O)[O-])cc3)cc12	-1%
O=C(CSc1ccc2c(c1)OCCO2)Nc1ccc(Br)cc1	-6%
O=C1CCC(=O)N1c1nc2n(n1)C(c1ccccc1)C=C(c1ccc(Br)cc1)N2 (stereo not drawn)	26%

These rows are one share of the data; count on the stated rates, not on these rows.
